# From PubChem BioAssay
# Tau fluor cs: counter-screen for tau fibril formation inhibitors; Potency, µM (titrated, usually from 57.7 µM), for inactives: at the highest dose activity change, negative = decrease; hit rate 0.93% among 280,000; tau K18 P301L Alexa594 fluorescence, heparin fibrillization; AID 1463; also: % is scaled to controls: 0 for no effect and ±100 for the full control effect; nearly all actives have a fitted effect of over 55% in size
#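 Human K18 P301L tau (15 uM unlabeled plus 0.24 uM Alexa 594-labeled, final) in 100 mM sodium acetate pH 7 was mixed with compound and 20 uM heparin and incubated 6 hr at 37 C.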
# Tau fibril FP: tau fibrillization inhibition (FP) | K18 P301L tau heparin fibrillization, Alexa594 FP, 6 h | Potency, µM (highest dose often 57.7 µM), for inactives: at the highest dose activity, negative = inhibition, actives largely listed as inhibitors | P10636 | hit rate 0.39% among 280,000; also: % is scaled to controls: 0 for no effect and ±100 for the full control effect; nearly all actives have a fitted effect of over 55% in size
# Target sequence (P10636 561-689 P618L limits assumed): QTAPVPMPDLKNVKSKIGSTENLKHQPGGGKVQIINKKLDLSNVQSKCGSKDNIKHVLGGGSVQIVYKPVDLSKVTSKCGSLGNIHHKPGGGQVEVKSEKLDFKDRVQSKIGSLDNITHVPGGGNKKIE
#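 Human K18 P301L fragment (15 uM unlabeled plus 0.24 uM Alexa 594-labeled) in 100 mM sodium acetate pH 7 with compound, aggregation induced by 20 uM heparin for 6 hr at 37 C. ThT (30 uM) added for 1 hr, then Alexa 594 FP read.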
# GLA spleen mod: alpha-galactosidase A (human) modulation. P06280. human spleen homogenate, 4MU-alpha-Gal fluorescence, 40 min. Potency, µM (top dose mostly 80 µM), for the others: at the highest dose activity change, negative = inhibition, usual class: inhibitors. hit rate 0.008% among 240,000. AID 2107;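 also: 0% = enzyme with vehicle and -100% = no enzyme basal signal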
# Target sequence (P06280 32-429 limits assumed): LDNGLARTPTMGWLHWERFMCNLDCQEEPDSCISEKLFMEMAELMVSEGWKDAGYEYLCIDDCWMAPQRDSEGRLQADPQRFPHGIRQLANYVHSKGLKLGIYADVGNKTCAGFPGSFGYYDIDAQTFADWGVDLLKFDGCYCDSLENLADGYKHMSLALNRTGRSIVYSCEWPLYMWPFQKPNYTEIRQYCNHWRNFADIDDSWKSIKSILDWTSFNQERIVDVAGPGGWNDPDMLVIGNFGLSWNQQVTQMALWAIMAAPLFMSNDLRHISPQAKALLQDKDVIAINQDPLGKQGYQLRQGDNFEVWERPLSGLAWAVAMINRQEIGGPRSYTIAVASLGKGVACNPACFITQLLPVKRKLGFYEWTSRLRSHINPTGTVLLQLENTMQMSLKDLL
#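 Human spleen homogenate (1 ug) as enzyme source, 4-methylumbelliferyl-alpha-D-galactopyranoside 1 mM final, citrate/phosphate pH 5.0 with 0.01% Tween-20. Compounds 40 min at 37C, NaOH/glycine stop; fluorescence Ex 365/Em 440, Hill-fit AC50.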
# GAA inh: blocks human lysosomal alpha-glucosidase; P10253; purified human GAA, 4-MU-alpha-glucoside fluorescence; Potency, µM (doses to about 76.9 µM), without a hit: at the top dose activity change, negative = inhibition, actives largely listed as inhibitors; hit rate 0.005% among 200,000;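 also: plate controls were uninhibited enzyme wells for no effect and no-enzyme background for full effect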
#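 Fluorogenic assay: 4 nM human alpha-glucosidase with 400 uM 4-methylumbelliferyl-alpha-D-pyranoside in 50 mM citrate/phosphate, 0.005% Tween-20, pH 5.0, 20 min at room temperature. Compounds tested up to 77 uM; AC50 from Hill fits.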
# GAA spleen mod: lysosomal alpha-glucosidase (human) modulation | hit rate 0.006% among 240,000 | human spleen homogenate, 4-MU-alpha-glucoside fluorescence | P10253 | Potency, µM (top dose mostly 79.9 µM), inactives show at the highest dose activity change, negative = inhibition, usual class: inhibitors;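 also: 0% = enzyme with vehicle and -100% = no enzyme basal signal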
#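 AC50 values come from Hill-equation fits of concentration-response data, normalized to no-enzyme and full-activity controls. Enzyme source: 1 ug human spleen homogenate; 1 mM fluorogenic 4-MU glucoside, pH 5.0 citrate buffer, 37 C, 40 min.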
# GAA glycogen mod: GAA glycogen-cleavage inhibition or activation; hit rate 0.38% among 300,000; Potency, µM (top dose mostly 76.4 µM), for the others: top-dose activity change, negative = inhibition, most hits filed as inhibitors; P10253; recombinant GAA, glycogen substrate, Amplex Red glucose oxidase fluorescence;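 also: 0% = full enzyme reaction and -100% = no-enzyme basal signal; the screen sought inhibitors and activators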
#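 Recombinant enzyme (4 nM final) with compounds titrated up to 77 uM and bovine liver glycogen (30 ug) in citrate pH 5.0, 0.01% Tween-20, 37 C 40 min. Released glucose detected by Amplex Red/glucose oxidase (Ex 573/Em 610); AC50 from Hill fits.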
# Tau ThT inhib: blocks human tau fibril formation measured by thioflavin T | hit rate 2.1% among 270,000 | recombinant tau K18 P301L (four-repeat tau fragment), heparin-induced fibrillization, ThT fluorescence | Potency, µM (highest dose often 57.4 µM), for the others: top-dose activity, negative = inhibition, hits mostly inhibitors | P10636 | AID 1460; also: % is scaled to controls: 0 for no effect and ±100 for the full control effect; nearly all actives have a fitted effect of over 55% in size
#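 Aggregation was driven by heparin (20 uM final) acting on recombinant tau […] bearing P301L in 100 mM sodium acetate pH 7; fibrils were detected with Thioflavin T.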
# HTT ATP protect: Huntington cell model cytoprotection by ATP luminescence. PC12 HTT-Q103 induced, cytoprotection, ATP luminescence, 40 h. Potency, µM (titrated, usually from 56.4 µM), for the others: cytoprotection (ATP increase), usual class: activators. hit rate 0.14% among 230,000;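 also: % of control where 0% means no effect; nearly all actives have a fitted effect of over 45% in size; toxic huntingtin expression switched on by the ecdysone agonist tebufenozide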
#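 Readout: ATPlite luminescence (ATP level). Model: stable PC12, inducible Htt exon1 Q103-GFP. Inducer: tebufenozide, 100 nM final. Compounds: dose series. No G418 in medium.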
# * hit, by the source's call; ? = inconclusive; . = no result given; & = joins results of further samples; [ ] = remark or other dose. Calls follow the shape of the dose curve; as a rule, active = well fitted curve in the direction sought with a large enough effect; inconclusive = small, poorly fitted or top-dose-only effect, or another doubt; inactive = no such curve, though single readings can be large; an effect the other way counts as inactive or inconclusive. Potency is read from the fitted curve at half-maximal effect.
# Each structure is followed by: Tau fluor cs	Tau fibril FP	GLA spleen mod	GAA inh	GAA spleen mod	GAA glycogen mod	Tau ThT inhib	HTT ATP protect
CCc1c(C)nc(SCCOc2ccc(OC(C)C)cc2)[nH]c1=O
  -2.9%	3.7%	-1.9%	-0.5%	0.0%	2.3%	?	20.1%
COc1ccc(-c2[nH]ncc2CNC(C)c2ccccc2Cl)cc1F (configuration not stated)
  -10.2%	-4.0%	-6.8%	2.4%	-4.1%	-1.8%	-4.0%	5.6%[10 µM]
CCOC(=O)C(C)n1ncn2cccc2c1=O (configuration not stated)
  -1.0%	14.0%	5.9%	-1.5%	7.3%	1.5%	-3.3%	-11.9%
O=C(Cn1cc2c(n1)CCCC2)N1CCc2ccccc21
  -4.5%	-3.2%	-0.8%	0.5%	0.7%	-1.2%	-5.0%	1.6%[10 µM]
CC(=O)Nc1ccc(S(=O)(=O)NC(C(=O)O)C(C)O)cc1 (configuration not stated)
  11.5%	9.5%	7.2%	.	-4.3%	1.9%	1.3%	24.9%[10 µM]
COc1ccc2c(c1)C(=O)[C@@H](OC(=O)Nc1ccc(C)c(Br)c1)[C@H](c1ccc(OC)c(Br)c1)O2
  -14.4%	-6.2%	4.2%	.	0.0%	.	-7.0%	11.2%
COc1cc(C2C(C#N)=C(N)Oc3n[nH]c(-c4ccccn4)c32)cc(OC)c1OC (configuration not stated)
  -6.9%	-10.0%	-4.8%	-14.6%	-6.0%	-9.6%	-4.6%	17.3%
CC(C)C(C)NC(=O)COc1ccc([N+](=O)[O-])cc1Cl (configuration not stated)
  -23.9%	1.1%	3.9%	-0.4%	-0.7%	-17.3%	?	.
CCOP(=O)(OCC)c1nc(-c2ccccc2Cl)oc1N1CCOCC1
  1.7%	?	0.1%	3.4%	7.8%	22.5%	1.8%	.
OCc1cc(C(O)CNCCCCCCOCCCCc2ccccc2)ccc1O (configuration not stated)
  -20.4%&-8.8%	-1.5%&10.2%	0.5%&-2.4%	?	-1.4%&-3.2%	1.7%	-10.5%&-6.1%	-54.0%[inhibitor]
Cc1csc(SCC(=O)N(C)CC(=O)Nc2ccc(F)cc2)n1
  -3.5%	-0.8%	-2.2%	6.5%	0.1%	-0.6%	-6.3%	-14.5%
CC(=O)Nc1cc(C(=O)N2CCCC2)ccc1S(=O)(=O)c1ccc(C)cc1
  6.2%	-3.1%	1.1%	1.9%	-8.5%	2.8%	8.2%	-3.1%
CCOC(=O)C1=C(c2ccccc2)NC(N)=NC1c1ccc(OCc2ccc(Cl)cc2)c(OC)c1 (configuration not stated)
  -23.6%	-3.7%	-17.4%	.	1.9%	-5.0%	-17.6%	-9.9%[10 µM]
CCn1c(C)cc(=S)c2ccccc21
  -29.2%	?	8.2%	-5.7%	-11.0%	-16.5%	20µM*	-8.7%
CCOc1ccc(Br)cc1C1C(C(=O)OC)=C(C)NC2=C1C(=O)c1ccccc12 (configuration not stated)
  7.94µM*[quencher]	1.0%	.	.	.	7.7%[76.3 µM]	10µM*	.
O=C(NCCCN1CCOCC1)c1sc2ccccc2c1Cl
  -10.4%	-2.6%	-6.2%	7.4%	-12.8%	7.1%	-6.6%	-7.3%[10 µM]
COC(=O)CS(=O)(=O)c1ccsc1C(=O)Nc1ccc(F)c(F)c1
  -17.4%	?	7.5%	0.4%	1.8%	2.9%	6.8%	25.7%
CCNc1ccc(S(=O)(=O)N(C)C)cc1NCC(=O)Nc1c(F)cccc1F
  -21.9%	0.9%	-5.1%	-0.2%	1.9%	?	-16.6%	5.5%[10 µM]
Cc1ccc(N2C(=O)N(Cc3ccccc3C)c3ccccc3S2(=O)=O)cc1
  -14.1%	1.7%	-6.4%	?	-7.0%	4.9%	-3.6%	-9.0%[10 µM]
CCCOc1ccc(Br)cc1CSC(=N)N
  4.9%	0.5%	2.3%	-7.2%	-1.9%	13.4%	-4.7%	23.3%[10 µM]
Cc1ccc(OCC(O)Cn2nc(C)cc2C)cc1 (configuration not stated)
  -4.5%	0.3%	-15.0%	?	8.5%	-11.9%	-7.1%	-1.1%[10 µM]
COc1ccc(NC2CC(=O)N(c3ccc(C(=O)O)cc3)C2=O)cc1 (configuration not stated)
  -1.7%	0.8%	6.7%	-3.3%	-3.7%	?	?	.
COc1ccc2c(c1)c(C(=O)CN1CCC(C(N)=O)CC1)c(C)n2C
  -7.7%	-4.1%	6.5%	2.5%	-2.7%	12.6%	-11.3%	-10.8%
COc1ccc(C(=O)NCCNc2ccc([N+](=O)[O-])cc2)cc1
  -4.5%	10.3%	-0.1%	-6.0%	-22.3%	-7.3%	?	-17.1%
O=C(O)/C=C/C(=O)Nc1cc(F)ccc1F
  1.8%	-3.6%	7.5%	.	-6.3%	1.4%	-1.1%	15.9%[10 µM]
COc1ccc(/C=C2\SC(=O)N=C2N)cc1
  18.3%	5.0%	-3.6%	1.2%	-2.0%	1.0%	13.7%	35.9%[10 µM]
Cc1cccc(NC(=O)Nc2ccc(Br)cc2)n1
  4.4%	5.6%	.	.	.	6.7%	11.4%	.
CC(Sc1nnc2ccccn12)C(=O)N1CCc2ccccc2C1 (configuration not stated)
  0.1%	-0.3%	10.2%	-1.4%	0.5%	10.9%	-7.1%	-3.3%
Cc1ccc(S(=O)(=O)NC(C(=O)N2CCOCCOCCOCCOCC2)c2ccccc2)cc1 (configuration not stated)
  0.4%	-1.6%	6.6%	-19.7%	8.6%	16.5%	-1.7%	8.7%[10 µM]
CC(NCC(O)COCc1cccs1)C1CC2CCC1C2 (configuration not stated)
  -9.0%	-6.4%	5.8%	-7.5%	4.7%	2.8%	-15.7%	15.1%
COc1ccc(NC(=O)CS(=O)CC(=O)Nc2cc(Cl)ccc2OC)cc1 (configuration not stated)
  -13.8%	?	4.0%	2.0%	-12.6%	1.1%	-0.4%	4.4%[10 µM]
CC(C)(C)NC(=O)CSc1nc(O)cc(=O)n1-c1ccccc1F
  -11.9%	-12.5%	4.6%	12.0%	4.9%	5.8%	?	-1.3%
CCOC(=O)c1c(C)nc(SC)c(C#N)c1-c1ccccc1
  9.7%	3.0%	-11.5%	-3.3%	-4.3%	4.6%	10.1%	-8.0%[10 µM]
CCOC(=O)CNC(=O)c1ccc2c(c1)OCCO2
  5.1%	1.7%	?	0.3%	0.9%	2.7%	2.8%	6.3%
COc1cc(Cl)c(NS(=O)(=O)c2cc3[nH]c(=O)c(=O)[nH]c3cc2C)c(OC)c1
  -25.1%	2.2%	.	.	.	4.6%&-13.9%[76.3 µM]	?	.
CC(NC(=O)COC(=O)c1ccc2c(c1)S(=O)(=O)N=C1CCCCCN12)C12CC3CC(CC(C3)C1)C2 (configuration not stated)
  -3.7%	0.5%	-5.0%	-0.7%	-9.5%	7.7%	-6.3%	-3.4%[10 µM]
O=C(OCC(=O)N1CCCC1)c1ccco1
  1.9%	-0.4%	-0.1%	-0.9%	-0.3%	4.0%	4.0%	6.7%[10 µM]
CC(C)Oc1ccccc1-c1nc(SCC(=O)O)n[nH]1
  8.6%	4.7%	-1.1%	-11.0%	-10.2%	-11.3%	0.6%	-7.9%
Cc1ccc(Cl)cc1NC(=O)Cn1cc(C(F)(F)F)cc(Cl)c1=O
  1.8%	4.2%	8.1%	0.1%	4.3%	2.4%	3.2%	8.2%[10 µM]
Cc1ccc2nc(NC(=O)C3CCN(S(=O)(=O)c4cccnc4)CC3)sc2c1
  -27.0%	-11.2%	-13.3%	-3.4%[15.4 µM]	-13.6%	-13.4%	3.7%	32.9%
Nc1cc(-c2ccccc2)n2c(n1)nc1ccccc12
  7.8%	3.4%	-0.7%	.	-5.8%	6.1%	.	22.6%[10 µM]
COc1ccc(C2N=C(N)Nc3nc4ccccc4n32)c(OC)c1OC (configuration not stated)
  -16.0%	-3.1%	.	.	.	1.4%[76.3 µM]	-11.0%	.
CCc1ccc(S(=O)(=O)NCCc2csc(C)n2)s1
  -0.2%	-5.0%	2.2%	4.6%	-6.8%	-9.0%	2.2%	19.3%
N/C(Cc1ccc(Cl)cc1Cl)=N\OC(=O)Cc1cccs1
  -15.4%	-5.3%	4.7%	-0.9%	-9.7%	0.8%	-13.6%	.
COc1ccc(OC)c(NC(=O)[C@H](Cc2ccccc2)N2Cc3ccccc3C2=O)c1
  ?	9.4%	.	.	.	-17.8%[76.3 µM]	-13.5%	.

# Molecules from the list above with fluorine (7):
# Each structure is followed by: Tau fluor cs	Tau fibril FP	GLA spleen mod	GAA inh	GAA spleen mod	GAA glycogen mod	Tau ThT inhib	HTT ATP protect
COc1ccc(-c2[nH]ncc2CNC(C)c2ccccc2Cl)cc1F (configuration not stated)
  -10.2%	-4.0%	-6.8%	2.4%	-4.1%	-1.8%	-4.0%	5.6%[10 µM]
Cc1csc(SCC(=O)N(C)CC(=O)Nc2ccc(F)cc2)n1
  -3.5%	-0.8%	-2.2%	6.5%	0.1%	-0.6%	-6.3%	-14.5%
COC(=O)CS(=O)(=O)c1ccsc1C(=O)Nc1ccc(F)c(F)c1
  -17.4%	?	7.5%	0.4%	1.8%	2.9%	6.8%	25.7%
CCNc1ccc(S(=O)(=O)N(C)C)cc1NCC(=O)Nc1c(F)cccc1F
  -21.9%	0.9%	-5.1%	-0.2%	1.9%	?	-16.6%	5.5%[10 µM]
O=C(O)/C=C/C(=O)Nc1cc(F)ccc1F
  1.8%	-3.6%	7.5%	.	-6.3%	1.4%	-1.1%	15.9%[10 µM]
CC(C)(C)NC(=O)CSc1nc(O)cc(=O)n1-c1ccccc1F
  -11.9%	-12.5%	4.6%	12.0%	4.9%	5.8%	?	-1.3%
Cc1ccc(Cl)cc1NC(=O)Cn1cc(C(F)(F)F)cc(Cl)c1=O
  1.8%	4.2%	8.1%	0.1%	4.3%	2.4%	3.2%	8.2%[10 µM]
